UTI89 phage lysis: protection from phage-mediated lysis, alamar blue read-out – E. coli UTI89, K1F phage, bacterial capsule biogenesis inhibitors (AID 488966); E. coli UTI89 K1F phage lysis, alamar blue, 2 h; higher % means a stronger effect; one-dose inhibition, % at 100 µM; IC50 in µM for titrated hits; 340,000 compounds, 0.02% hits;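 active = phage lysis inhibition, versus mean bacterial control, above a set limit; inconclusive = no clear call, values can overlap the other calls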;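 note: capsule biogenesis inhibitors block K1F phage lysis so surviving cells raise fluorescence; higher fluorescence means more inhibition of phage lysis; actives were called in the ten point dose series up to 300 µM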
Large T inhibition: TAg ATPase/helicase activity blockers – biochemical (AID 1903); SV40 large T antigen ATPase/helicase inhibition assay; higher % means a stronger effect; one-dose inhibition, % at 20 µM; IC50 in µM for titrated hits; 310,000 compounds, 0.39% hits; in the data active = a potency from the dose series; inconclusive = inhibition mostly from about 32% at the one dose, without a potency; inactive = the rest, 99 in 100 with inhibition below about 32%; note: strong numbers were not always called active
WT yeast gro inh: growth inhibition of WT yeast, mitochondrial fusion screen; mitochondrial fusion phenotypic screen, WT strain; inhibition, % at 10 µM; 190,000 compounds, 2.1% hits; AID 1362; in the data active = inhibition above about 58%; tested in S. cerevisiae
Yfh1-depleted yeast: enhancers of respiration in Yfh1-depleted yeast, dose response, Friedreich's ataxia, plus single-dose screen (AID 1465); 220,000 compounds, 0.074% hits; S. cerevisiae Yfh1-off respiration, WST-1 reduction, 72 h; higher fold induction means a stronger effect; one-dose fold induction at 50 µM; EC50 in µM for titrated hits;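 active = fold induction of absorbance versus untreated yeast above a set limit, then at least 30% activation at any dose in follow-up; inconclusive = repeats straddling the limit, or above it without dose testing; inactive = fold induction below the set limit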;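 note: activators that raise dye reduction in frataxin-depleted yeast; strong numbers were not always called active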
CSM14.1 death rescue: protection against thapsigargin-triggered cell killing – 384-well, CSM14.1, ATP luminescence, primary screen (AID 1222) | cellular ATP content (survival), % at 20 µM, or EC50 in µM where a hit was titrated | CSM14.1 thapsigargin-induced death rescue, ATP luminescence; higher % means a stronger effect | 190,000 tested, under 10 active;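 active = EC50 below 50 µM in the dose-response confirmation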;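 note: death triggered by thapsigargin at about 15 µM added after 2 h compound pretreatment; cell ATP read after overnight thapsigargin exposure of roughly 18 to 22 hours; normalized against plate controls of thapsigargin alone and 5% DMSO vehicle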
Dengue-2 NS5 capping: flavivirus cap methylation enzyme inhibition – biochemical, confirmation dose response, primary screen (AID 588689) | Dengue-2 NS5 methyltransferase capping enzyme assay, biochemical; higher % means a stronger effect | inhibition, % at 25 µM; hits with a dose series show IC50 in µM | 340,000 compounds, 0.3% hits; in the data active = a potency from the dose series; inconclusive = inhibition above about 29% without an active follow-up result
West Nile virus CPE: inhibition of WNV-induced cytopathic effect – cell-based, CPE readout (AID 1621). 290,000 compounds, 0.02% hits. CPE inhibition, % at 10 µM, or IC50 in µM where a hit was titrated. West Nile virus-infected cells, CPE inhibition; higher % means a stronger effect; in the data active = a potency from the dose series; inconclusive = CPE inhibition mostly from about 3.7% at the one dose, without a potency; inactive = the rest, 99 in 100 with CPE inhibition below about 2.2%; note: strong numbers were not always called active
RSV antiviral HEp-2: RSV antiviral activity via CPE protection, HEp-2 cells, primary 10 µM value included (AID 2391) | HEp-2 cells, RSV-induced CPE inhibition; higher % means a stronger effect | CPE inhibition, % at 10 µM, or IC50 in µM where a hit was titrated | 310,000 compounds, 0.13% hits; in the data active = a potency from the dose series; inconclusive = CPE inhibition mostly from about 23% at the one dose, without a potency; inactive = the rest, 99 in 100 with CPE inhibition below about 21%; note: strong numbers were not always called active
XIAP antagonists: XIAP antagonists, biochemical, IAP family, fluorescence polarization (AID 1018) | XIAP BIR domain, fluorescence polarization peptide displacement; higher % means a stronger effect | displacement, % at 20 µM; hits with a dose series show IC50 in µM | 200,000 compounds, 0.007% hits; in the data active = displacement above about 50%; note: a part of the inactive calls stands beside numbers as strong as those of hits
WT yeast gro inh mutant strain: second read-out of WT yeast gro inh, no call of its own (marks repeat the call); inhibition, %; mitochondrial fusion phenotypic screen, mutant strain inhibition
* hit, by the source's call; i = inactive; ? = inconclusive; . = not tested or not shown; [ ] = another dose, or the depositor's remark.

SMILES	UTI89 phage lysis	Large T inhibition	WT yeast gro inh	WT yeast gro inh mutant strain	Yfh1-depleted yeast	CSM14.1 death rescue	Dengue-2 NS5 capping	West Nile virus CPE	RSV antiviral HEp-2	XIAP antagonists
CC1=C(C(=O)OC(C)C)C(c2coc3ccccc3c2=O)C2=C(CCCC2=O)N1 (stereo unspecified)	0.1%	9%	12	22	i	-0.9%	4%	0.0%	2.5%	-4.4%
Cc1csc(C(=O)NN)c1N(C)C	-1.0%	10%	.	.	i	.	2%	-0.1%	-0.5%	.
O=C(CSc1ccccn1)N1CCN(C(=O)CSc2ccccn2)CC1	0.3%	.	.	.	i	-0.6%	4%	-0.2%	0.5%	-0.3%
CC(=O)Nc1ccc(S(=O)(=O)NCCC(=O)OCc2csc(CC(=O)Nc3ccccc3C)n2)cc1	0.4%[50 µM]	18%	.	.	.	.	-1%	.	1.8%	.
Cc1n(CC(O)COC2CCCCC2)c2ccccc2[n+]1C (stereo unspecified)	0.4%	4%	-11	2	i	-2.9%	-18%	0.3%	0.1%	-8.2%
COc1cccc(NC(=O)COc2ccc(C(=S)N3CCN(C)CC3)cc2OC)c1	-0.2%	2%	.	.	.	.	-8%	-0.7%	13%	.
COc1ccc(Cn2nnnc2C(c2cccs2)N2CCCCCC2)cc1 (stereo unspecified)	-0.8%	6%	27	4	i	-1.6%	-1%	-1.0%	6.7%	-5.1%
COc1ccc(/C(O)=C2/C(=O)C(=O)N(CCCN3CCOCC3)C2c2ccc(C)cc2)cc1 (stereo unspecified)	-0.2%	18%	.	.	.	.	-5%	-0.3%	0.7%	.
Cc1ccccc1Nc1nc(N)nc(CSc2nnnn2C)n1	0.3%	7%	-17	0	i	-0.5%	2%	-0.1%	0.1%	-4.4%
Cc1cnn(C(=O)c2oc3ccccc3c2C)c1	-0.3%	5%	-10	2	i	.	-2%	1.1%	1.1%	-4.6%
CC1=CC=CC2=NC(=O)CC(C)(C(=O)N(CC(=O)NC3CCCC3)c3ccccc3C)N12 (stereo unspecified)	0.4%	7%	8	13	i	6.4%	-6%	0.2%	1.0%	-0.6%
Cc1ccc(NC(=O)n2ncc3c(C)cccc32)cc1F	0.1%	5%	.	.	.	.	-1%	-0.2%	5.7%	.
O=C(CSc1n[nH]c(=O)n1C1CC1)Nc1ccc(Cl)c(Cl)c1	0.3%[50 µM]	15%	.	.	i	.	0%	0.1%	9.6%	.
NC(=O)C1=C[C@H](c2ccc3c(c2)OCO3)C[C@H](OCc2ccc(CO)cc2)O1	1.6%	9%	8	6	i	-1.9%	2%	0.4%	2.2%	2.8%
COCCn1c(SCC(=O)N2CCOCC2)nc2c(c1=O)SCC2	0.0%	8%	.	.	.	.	5%	-0.1%	1.4%	.
COCCNC(=O)CN(CCc1ccccc1)S(=O)(=O)c1ccc(Br)cc1	0.0%	86%	.	.	.	.	1%	-0.9%	0.2%	.
CCOc1ccc(NC(=O)CN2C(=O)/C(=C3\SC(=S)N(C4CCS(=O)(=O)C4)C3=O)c3ccccc32)cc1 (stereo unspecified)	-0.1%	.	.	.	i	.	2%	0.0%	.	.
CCC1Oc2ccc(C)cc2N(CC(=O)NCCC2=CCCCC2)C1=O (stereo unspecified)	6.5%	7%	7	-7	i	1.2%	-2%	-0.2%	-1.0%	-2.9%
COc1ccc(C(=O)Nc2ccc(C)cn2)cc1S(=O)(=O)N1CCCc2ccccc21	0.5%[50 µM]	10%	.	.	.	.	-2%	.	14%	.
CC(C)c1ccc(CCNC(=O)c2cccc(S(=O)(=O)N3CCN(C)CC3)c2)cc1	0.2%	14%	.	.	.	.	-2%	-1.4%	3.1%	.
Cc1ccc(N2CC(C(=O)Nc3nccs3)CC2=O)cc1Cl (stereo unspecified)	0.2%	-1%	-4	-3	i	-1.8%	-1%	-2.1%	0.0%	-5.6%
O=C(Nc1ccccc1NS(=O)(=O)c1ccc(F)cc1)C1CCC1	0.3%	15%	-12	7	i	0.2%	-4%	1.4%	0.2%	-3.4%
CC(C)(C)C(=O)OCC1OC(n2cnc(C(N)=O)n2)C(O)C1O (stereo unspecified)	0.4%	5%	-13	-12	i	-1.7%	-5%	-0.1%	0.1%	-4.7%
CCCCC(=O)Nc1cc(N(C)C)nc2ccccc12	0.0%	14%	35	37	i	-1.6%	-10%	-0.5%	0.3%	-1.9%
COC1CCCN(Cc2c(C(=O)N3CCc4ccccc4C3)nc3ccc(Cl)cn23)C1 (stereo unspecified)	0.3%	-6%	.	.	.	.	5%	0.0%	1.2%	.
CCOC(=O)c1c(C)[nH]c(C2=NNC(=NC3CC3)SC2)c1C	-0.5%	28%	-19	11	i	-2.2%	2%	-1.0%	42%	-3.4%
COc1ccc2[nH]c3c(=O)n(CCCCC(=O)N4CCCC4)c(=S)[nH]c3c2c1	-2.1%	33%	-3	-6	i	-1.7%	4%	1.7%	0.3%	-1.4%
CCCC[C@@H]1C[C@H]1[C@@H](NC(=O)c1ccco1)c1ccc(Cl)cc1	0.5%	3%	73*	-1.0*	i	-1.5%	-8%	1.3%	3.5%	-28%
CN1C(=O)C2CN(CCc3ccccc3)CNC2N(C)C1=O (stereo unspecified)	-0.2%	4%	-13	-15	i	5.8%	3%	0.1%	0.3%	-0.1%
CNc1ccc(/C=C/C(=O)c2ccc3c(c2)OCCO3)cc1[N+](=O)[O-]	-1.1%	1%	16	-17	i	-4.8%	0%	-1.1%	1.8%	-3.5%
Cc1ccc(N=C2SC(C(=O)NCCc3ccccc3)CC(=O)N2C)cc1C (stereo unspecified)	0.1%	17%	2	8	i	0.1%	0%	-1.0%	-0.6%	-4.3%
CC(=O)NC(CC(=O)NC(C)c1ccc(Cl)cc1Cl)c1ccccc1 (stereo unspecified)	0.1%	7%	-10	-7	i	0.6%	1%	-0.8%	-0.5%	-5.4%
Cn1c(SCC(=O)Nc2ccc(NC(=O)c3cccs3)cc2)nnc1-c1ccncc1	1.9%	12%	-19	-8	?	23%	7%	0.3%	4.0%	-1.4%
COc1ccc(N2CCN(C(=O)NCc3cccc(OC)c3)CC2)cc1	-0.3%	21%	.	.	.	.	-15%	-0.2%	0.6%	.
COc1cc(NC(=S)N(C)CCC#N)c(OC)cc1Cl	1.5%	3%	.	.	i	.	1%	0.3%	.	.
CCOc1ccccc1N1CCN(C(=O)NCc2ccc(F)cc2)CC1	-0.1%	3%	.	.	.	.	-7%	-0.5%	1.5%	.
CSc1nnc(SCC(=O)NC(=O)c2ccccc2)s1	0.9%[50 µM]	9%	.	.	.	.	-8%	.	0.4%	.
CC(C)(C)C(=O)Nc1sc2c(c1-c1nc3ccccc3[nH]1)CCCC2	2.7%	-2%	-15	0	i	-1.6%	3%	0.2%	5.4%	-7.8%
Cc1ccc2nc(-c3ccc(NC(=O)CSc4nccc(=O)[nH]4)cc3)sc2c1	0.4%	23%	-10	4	i	-0.2%	-1%	0.6%	14%	0.3%
O=C(Nc1ccccc1N1CCCC1)c1ccc(Br)o1	2.4%	17%	8	-17	i	-2.7%	-5%	0.0%	6.8%	-5.1%
COc1cccc(N2CN(C3CCCCC3)CNC2=S)c1	-1.4%	17%	.	.	i	.	-8%	0.3%	.	.
COc1ccc(S(=O)(=O)N2CCCC(C(=O)NC3CC3)C2)cc1OC (stereo unspecified)	1.1%[50 µM]	9%	.	.	.	.	3%	.	-2.0%	.
COc1ccc(N/C(C)=C2/C(=O)C(=O)N(CCO)C2c2ccc([N+](=O)[O-])cc2)cc1 (stereo unspecified)	4.9%	6%	0	11	i	-2.1%	1%	0.3%	0.4%	-19%
COc1cccc(C(=O)Nc2ccc3ccccc3c2)c1	0.4%	1%	.	.	.	.	.	-1.2%	8.2%	.
CN(C(=O)c1ccco1)c1nc(CC(=O)Nc2ccccc2)cs1	0.4%	5%	12	7	i	-2.1%	-1%	0.4%	2.0%	-5.4%
O=C(O)C1(P(=O)(c2ccccc2)c2ccccc2)CCC1	0.1%	5%	20	8	i	.	-3%	0.1%	1.6%	-1.5%
NNc1nc2c(F)cccc2s1	-0.8%[50 µM]	-15%	8	14	i	-1.8%	2%	-0.3%	2.0%	-6.5%
CC[n+]1cc(-c2ccccc2)nc(N2CCOCC2)n1	-0.3%	7%	-3	6	i	-4.4%	-6%	0.3%	0.7%	-0.1%
O=C1C2C3C=CC(C3)C2C(=O)N1c1nccs1 (stereo unspecified)	-0.1%	0%	10	-1	i	-3.3%	-9%	0.2%	1.1%	-8.0%
CCN(CC)C(=O)C[n+]1cccc(/C=N/O)c1	0.6%	8%	-7	-4	i	-1.7%	-7%	0.3%	0.4%	-11%
O=S(=O)(Nc1cc(S(=O)(=O)N2CCOCC2)ccc1N1CCCC1)c1cccs1	0.2%	-3%	3	-4	i	-2.1%	8%	0.3%	0.9%	-0.3%
COc1ccccc1N1CCN(C(=O)c2ccc(CN3CCc4ccccc4C3)cc2)CC1	1.1%	18%	12	12	i	5.8%	-4%	-0.1%	1.8%	-2.1%
COc1cc(C(=O)NCCOC(=O)c2cccc(N(C)C)c2)cc(OC)c1OC	0.1%	9%	.	.	.	.	-4%	-0.4%	-0.3%	.
Clc1cccc(Cl)c1/C=C/c1nc2ccccc2[nH]1	2.2%	7%	81*	65*	i	-8.1%	-4%	0.8%	13%	-8.0%
Oc1ccc(-n2nnnc2SCc2ccccc2Br)cc1	-0.4%	10%	.	.	.	.	1%	0.8%	2.5%	.
N#C/C(=C(/O)CCl)c1nc2ccccc2[nH]1	-0.1%	7%	4	3	i	0.6%	-4%	-1.5%	7.6%	-6.1%
CCc1nc2sc3c(c2c(=O)n1N)CC(C)(C)OC3	1.5%	4%	-11	-25	i	-0.4%	-8%	-0.3%	1.6%	2.2%
CCn1c(=O)c2cc(C(=O)NCCOC)sc2c2ccccc21	0.4%	8%	.	.	.	.	-3%	0.2%	-2.8%	.
Cn1c(CCC(=O)OCC(=O)NCc2ccc3c(c2)OCO3)nc(=O)c2ccccc21	0.0%	3%	-4	-16	i	-1.6%	-4%	0.1%	-0.2%	-6.9%
O=C(Nc1ccc(O)c(-c2nc3ccccc3o2)c1)C1(c2ccc(Cl)cc2)CCCC1	?	6%	8	-6	i	-2.3%	2%	-0.2%	16%	-7.7%
CN(C)C1=NCCN1CCC1CCCC1	1.6%	7%	.	.	.	.	-2%	-0.9%	0.4%	.

Source: PubChem
